SUMO HTRF inh: SUMOylation inhibition; inhibition, % at 35 µM; hit rate 0.36% among 290,000; P63279; HTRF SUMOylation assay, SAE1/SAE2 + UBC9, in vitro; in the data active = inhibition above about 50%, passing the limit was not always enough; note: strong numbers were not always called active
Target sequence (P63279 whole entry, looked up): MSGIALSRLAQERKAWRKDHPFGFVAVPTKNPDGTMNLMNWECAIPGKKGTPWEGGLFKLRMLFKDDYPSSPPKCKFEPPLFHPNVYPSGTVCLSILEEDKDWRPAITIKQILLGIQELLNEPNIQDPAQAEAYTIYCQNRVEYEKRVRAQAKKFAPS
MEKK3 PB1 HTS: modulators (inhibitors or enhancers) of MEK5 binding to human MEKK3 PB1 domain; AID 1529; hit rate 1.4% among 290,000; bead-based flow cytometry, Alexa488-MEK5 binding to MEKK3; actives lie on both sides; 0 = blocked by unlabeled MEK5, 100 = vehicle; Q99759; binding response (% of control), % at 10 µM;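 active = binding response more than 3 SD above or below the average of its plate-row segment, actives on both sides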;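 note: Alexa488 bead fluorescence after subtracting the streptavidin-only scavenger bead signal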
PHOSPHO1 block: inhibitors of human PHOSPHO1 phosphatase. recombinant PHOSPHO1, absorbance phosphatase assay. inhibition, % at 13.3 µM. hit rate 1.1% among 290,000; in the data active = inhibition above about 60%
Target sequence (Q8TCT1 whole entry, looked up): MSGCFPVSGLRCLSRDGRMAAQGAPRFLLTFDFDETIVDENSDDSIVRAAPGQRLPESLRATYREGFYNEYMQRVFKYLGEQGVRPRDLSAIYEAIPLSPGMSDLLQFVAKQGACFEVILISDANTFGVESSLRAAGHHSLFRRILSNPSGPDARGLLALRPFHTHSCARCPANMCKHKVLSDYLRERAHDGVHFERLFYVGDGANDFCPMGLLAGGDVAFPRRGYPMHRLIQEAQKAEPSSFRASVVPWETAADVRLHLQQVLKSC
IDE cell activ: activators of human insulin-degrading enzyme in cells | P14735 | HEK cells, FAbeta-B cleavage, fluorescence polarization; 0% vehicle, 100% cell-free pure enzyme wells | activation, % at 5.96 µM | hit rate 0.073% among 340,000 | AID 493087;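 active = activation above the mean of all tested compounds plus 3 SD, set per screening campaign, cut at about 17% in these data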
IMP-1 inhibitor: inhibitors of Pseudomonas aeruginosa IMP-1 metallo-beta-lactamase | inhibition, % at 5.6 µM | hit rate 0.45% among 290,000 | purified IMP-1, nitrocefin hydrolysis, epi-absorbance fluorescence | AID 1556;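 active = inhibition above the mean plus 3 SD of all compounds in the same screening run, cut at about 4.5% in these data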;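 note: 0% = IMP-1 with DMSO and 100% = DMSO wells lacking enzyme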
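System – purified recombinant IMP-1 beta-lactamase · Input – IMP-1 dispensed at 0.2 nM · Timing – 15 min preincubation plus 25 min reaction at 25 °C · Signal – Epi-absorbance fluorescence, 480 nm excitation, 530 nm emission · Measure – percent IMP-1 inhibition derived from blank-referenced optical density · Controls – Enzyme-plus-DMSO low control, enzyme-free DMSO high control · Replication – singlicate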
DNA FID counter: displaces DNA intercalator in HCV helicase counter-screen; DNA fluorescent intercalator displacement, fluorescence; inhibition, % at 7.9 µM; hit rate 0.17% among 290,000; in the data active = inhibition above about 37%;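 note: 0% = vehicle and 100% = reference compound; higher means more ethidium bromide displaced from hairpin DNA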
pCIP destab: lowers stability of the mouse p/CIP coactivator protein | decrease of EGFP signal, % at 10 µM | hit rate 0.01% among 290,000 | F442A p/CIP-EGFP cells, EGFP fluorescence, 16 h;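 active = EGFP signal decrease of at least 30% at 10 µM or well 3 SD below plate mean, unless failing retest; inactive = the rest, including hits failing retest or dose response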; note: some compounds called inactive have numbers as strong as hits; many of its hits are not listed in these tables
VIM-2 inhibitor: inhibitors of Pseudomonas aeruginosa VIM-2 metallo-beta-lactamase; purified VIM-2, nitrocefin hydrolysis, epi-absorbance fluorescence; hit rate 0.89% among 290,000; AID 1527; inhibition, % at 5.6 µM;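 active = inhibition above the mean of all tested compounds plus 3 SD, cutoff set per screening run, cut at about 7.5% in these data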;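 note: red hydrolysis product quenches plate fluorescence so inhibitors raise well fluorescence; 0% = enzyme with DMSO and 100% = DMSO without enzyme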
HCV NS3 hel inh: blocks Hepatitis C virus NS3 helicase unwinding | NS3 helicase DNA unwinding, Cy5 molecular beacon fluorescence | inhibition, % at 10.9 µM | hit rate 0.56% among 290,000 | AID 1800;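 active = inhibition above the mean of all tested compounds plus 3 SD, set per campaign, cut at about 35% in these data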;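 note: 0% = DMSO wells and 100% = thioflavine S control wells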
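System: NS3 helicase fragment of HCV / Schedule: 1 h at 25 °C / Control set: DMSO alone as 0% and 110 µM thioflavine S as 100% / Reagent: Cy5/quencher beacon DNA duplex and ATP to start / Technique: Cy5 fluorescence / Replication: singlicate / Evaluation: % inhibition of end-to-start signal ratio versus controls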
An asterisk follows results filed as active; · = not tested or not shown.

#	SMILES	SUMO HTRF inh	MEKK3 PB1 HTS	PHOSPHO1 block	IDE cell activ	IMP-1 inhibitor
1	Cc1ccc(-c2csc(NC(=O)c3ccc4c(=O)n5c(nc4c3)CCCCC5)n2)cc1	-4	102	-24	3	-2.0
2	O=C(c1ccc([N+](=O)[O-])cc1[N+](=O)[O-])N1CCc2ccccc21	15	104	9	1	-0.7
3	Cc1nn(C)cc1/C=C(/C#N)C(N)=O	0	149*	7	1	-2.6
4	CCC(C)NCC(O)COCc1ccc(Cl)cc1 (stereo not given)	-10	102	0	8	-4.0
5	NS(=O)(=O)c1ccc(NCC2COc3ccccc3O2)c([N+](=O)[O-])c1 (stereo not given)	0	120	35	2	-3.5
6	CC1CCN(C(=O)Cn2cc(C(=O)c3ccco3)c3ccccc32)CC1	-9	100	33	3	-1.6
7	CN1CCN(C(=O)/C=C/c2ccc([N+](=O)[O-])o2)CC1	16	106	10	-1	-0.3
8	O=C(O)c1ccc(S(=O)(=O)NCc2cccnc2)cc1	7	105	29	-1	-1.7
9	O=c1nc(-c2ccccc2)cc(C(F)(F)F)[nH]1	24	95	30	1	-2.5
10	Cc1cccc(N(CC(=O)NC(C)(C)C)C(=O)CS(=O)CC(=O)Nc2ccc(F)cc2)c1 (stereo not given)	-3	99	28	2	-3.5

#	DNA FID counter	pCIP destab	VIM-2 inhibitor	HCV NS3 hel inh
1	1	-4	-1.0	-3
2	4	-3	0.2	-2
3	0	1	-1.2	8
4	-2	2	-3.3	-3
5	15	-1	-1.6	6
6	-6	-4	3.1	25
7	-1	-9	-0.9	-3
8	-6	-4	1.3	7
9	-1	-10	1.9	1
10	-25	-1	-2.4	0

Later entries.
#	SMILES	SUMO HTRF inh	MEKK3 PB1 HTS	PHOSPHO1 block	IDE cell activ	IMP-1 inhibitor
11	O=C1c2ccccc2NC(c2ccc(O)c(O)c2)N1c1ccccc1Cl (stereo not given)	6	102	·	-1	0.8
12	COc1ccc(CC(=O)NCC2CCCN(Cc3ccc(SC)cc3)C2)cc1 (stereo not given)	-11	105	-13	1	-0.6
13	COc1ccc(OCC(=O)Nc2ccc3c(c2)OCO3)cc1	8	100	40	7	-1.1
14	COCCNc1nc(N)c([N+](=O)[O-])c(N2CCCCCC2)n1	-16	98	23	-1	-1.7
15	COc1ccc(C(O)(CCC(C)C)C(CN2CCOCC2)c2ccc(Cl)cc2)cc1 (stereo not given)	-11	99	46	-1	-2.7
16	N#C/C(=C\c1c[nH]c2ccccc12)c1nnc2n1CCCCC2	0	98	17	-15	-2.5
17	O=S(=O)(c1ccccc1)c1nc(-c2ccccc2)oc1N1CCOCC1	1	99	8	11	-3.0
18	S=C1NC2CCCCC2N1 (stereo not given)	-6	97	20	-1	-2.5
19	CCOC(=O)CN1C(=O)CC(c2ccc([N+](=O)[O-])cc2)C1=O (stereo not given)	15	98	·	1	-1.3
20	COc1cccc(NC(=S)Nc2ccc(Br)cc2Cl)c1	-9	101	21	-1	-0.3

#	DNA FID counter	pCIP destab	VIM-2 inhibitor	HCV NS3 hel inh
11	-5	2	-0.7	-4
12	8	0	0.7	-13
13	-11	-2	-3.3	3
14	-10	3	-2.2	7
15	-13	-18	-1.9	-33
16	-16	2	-1.5	0
17	-4	-5	-3.4	6
18	0	-2	-1.3	7
19	-2	-8	-2.0	-3
20	-6	4	-2.6	5

Single records, from the list above. Order of screens: SUMO HTRF inh | MEKK3 PB1 HTS | PHOSPHO1 block | IDE cell activ | IMP-1 inhibitor | DNA FID counter | pCIP destab | VIM-2 inhibitor | HCV NS3 hel inh
`N#C/C(=C\c1c[nH]c2ccccc12)c1nnc2n1CCCCC2` is entered as 0 | 98 | 17 | -15 | -2.5 | -16 | 2 | -1.5 | 0
`COCCNc1nc(N)c([N+](=O)[O-])c(N2CCCCCC2)n1` is entered as -16 | 98 | 23 | -1 | -1.7 | -10 | 3 | -2.2 | 7
`O=S(=O)(c1ccccc1)c1nc(-c2ccccc2)oc1N1CCOCC1` is entered as 1 | 99 | 8 | 11 | -3.0 | -4 | -5 | -3.4 | 6

Next section.
#	SMILES	SUMO HTRF inh	MEKK3 PB1 HTS	PHOSPHO1 block	IDE cell activ	IMP-1 inhibitor
21	CCCn1c(=O)c2c(nc3n2CC(C)CN3Cc2ccccc2)n(C)c1=O (stereo not given)	15	99	18	-1	-2.9
22	Cc1ccc(NC(=O)CC2C(=O)NCCN2C(=O)c2ccc(F)cc2)cc1 (stereo not given)	-2	102	9	-4	-2.3
23	O=C(NCc1ccccn1)c1n[nH]c2ccccc12	18	105	18	2	-3.6
24	Cc1ccc(C)c(N(CC(=O)NC2CCCC2)C(=O)c2oc(C(C)(C)C)cc2C)c1	-10	103	-14	4	-0.3
25	COc1ccc(C(=O)Cn2nnc(-c3ccccc3NC(=O)C3CCCCC3)n2)cc1	-5	103	11	7	-4.0
26	O=C(O)CC(C(=O)O)n1nc(-c2ccccc2)cc1-c1ccccc1 (stereo not given)	2	108	3	1	-2.3
27	O=C(CCNC(=O)c1ccccc1)N/N=C/c1ccc([N+](=O)[O-])cc1	10	104	11	4	-2.0
28	N#Cc1c(NC(=S)NC(=O)Cc2cccs2)sc2c1CCCCC2	23	·	53	-22	-3.9
29	COc1cccc(C(=O)NNC(=O)Cc2csc(N)n2)c1	8	92	-99	-1	-0.5
30	CC(/C=C1\NC(=S)NC1=O)=C\c1ccccc1	8	102	-109	4	-0.9

#	DNA FID counter	pCIP destab	VIM-2 inhibitor	HCV NS3 hel inh
21	-34	-4	5.9	-1
22	-5	-1	0.1	13
23	-7	-8	-3.7	9
24	-40	-4	-1.2	-12
25	-1	-8	-5.8	-1
26	-8	-18	0.9	0
27	-4	-9	-1.1	9
28	2	3	0.3	8
29	7	14	1.6	0
30	-5	5	-2.4	15

Continued.
#	SMILES	SUMO HTRF inh	MEKK3 PB1 HTS	PHOSPHO1 block	IDE cell activ	IMP-1 inhibitor
31	O=CN1CCN(c2ncnc3c2nnn3Cc2c(F)cccc2Cl)CC1	11	99	20	0	-0.4
32	Cc1ccc(C)c(NC(=O)CN(C)C(=O)CCN2C(=O)c3ccccc3C2=O)c1	8	108	44	5	-1.7
33	CCCC1C2C(=O)N(c3ccccc3OCC)C(=O)C2ON1c1ccccc1 (stereo not given)	-2	98	-2	-3	-3.8
34	O=C(/C=C/c1ccc([N+](=O)[O-])cc1)NCCN1C(=O)S/C(=C\c2ccc(F)cc2)C1=O	10	99	29	0	0.3
35	CC(=O)Nc1cc(C(=O)NCCN2CCN(Cc3ccccc3)CC2)ccc1Sc1ccc(C)cc1	-9	103	-10	7	-2.2
36	COc1ccc(NC(=O)Cn2c(C)cc(=O)c3cccc(OC)c32)cc1	16	104	7	0	·
37	Cc1noc(C)c1COC(=O)Cc1ccc(Br)cc1	13	100	13	0	-4.6
38	O=S(=O)(NCc1ccccn1)c1cc(C(F)(F)F)ccc1Cl	-10	103	32	4	-4.0
39	O=C1CC(N2CCN(c3nc4ccccc4s3)CC2)C(=O)N1c1cccc(F)c1 (stereo not given)	22	103	-1	-10	-0.1
40	Cc1ccc2c(c1)nnn2C1CCN(CC(=O)Nc2ccc(F)cc2)CC1	14	91	25	-1	-1.6

#	DNA FID counter	pCIP destab	VIM-2 inhibitor	HCV NS3 hel inh
31	-16	-2	-0.3	-11
32	-6	0	-3.2	0
33	-28	-7	-1.5	-3
34	3	-6	1.2	-12
35	15	4	-2.0	-31
36	·	-13	·	·
37	-1	-23	-3.2	-2
38	3	-4	-3.4	3
39	-39	-16	-6.1	1
40	-14	-4	-0.9	4

Further entries
#	SMILES	SUMO HTRF inh	MEKK3 PB1 HTS	PHOSPHO1 block	IDE cell activ	IMP-1 inhibitor
41	COc1cc(NC(=O)CSc2nnc(NC(C)C)s2)cc(OC)c1OC	10	97	13	2	-0.3
42	COc1ccc(-c2cc(C(F)(F)F)nc(-n3cncn3)n2)cc1	27	101	-16	7	-2.4
43	Cc1cn(Cc2ccccc2Cn2cc(C)c(=O)[nH]c2=O)c(=O)[nH]c1=O	4	109	42	5	-3.8
44	CC(=O)Nc1cc[n+](C(C)C(=O)c2ccc(Br)cc2)cc1 (stereo not given)	1	92	33	6	-4.5
45	COc1ccccc1CNC(=O)c1ccccc1N	-6	105	0	9	-3.2
46	Cc1cccc(C)c1NC(=O)CS(=O)CC(=O)Nc1ccc(F)cc1F (stereo not given)	-23	103	22	6	-2.6
47	O=C(Cc1c[nH]c2ccccc12)NCc1ccncc1	-8	102	-18	-2	-1.5
48	COc1ccc(OC)c(CCNC(=O)CC2Oc3ccc(C)cc3NC2=O)c1 (stereo not given)	22	100	-3	3	-3.0
49	COC(=O)c1ccc(-c2nc(CN3CCC(C(=O)N4CCOCC4)CC3)c(C)o2)cc1	11	100	3	1	0.2
50	CCOc1ccccc1N(CC(=O)OC)S(=O)(=O)c1ccccc1	-6	126*	-1	2	-1.8

#	DNA FID counter	pCIP destab	VIM-2 inhibitor	HCV NS3 hel inh
41	-15	-9	-3.1	12
42	-11	-8	11*	2
43	-2	6	-0.8	5
44	12	0	-4.8	1
45	-1	6	-0.6	4
46	-13	1	-0.6	2
47	0	3	-0.3	-2
48	-9	-12	-0.7	-4
49	1	16	-0.1	4
50	-12	-4	-3.0	-12

Continuation.
#	SMILES	SUMO HTRF inh	MEKK3 PB1 HTS	PHOSPHO1 block	IDE cell activ	IMP-1 inhibitor
51	COc1ccccc1NC(=O)c1ccc(Cl)c(S(=O)(=O)N2CCOCC2)c1	11	107	-8	5	-1.1
52	COc1ccc(CNS(=O)(=O)c2ccc(-c3ccc(=O)[nH]n3)s2)cc1OC	5	104	32	4	-3.5
53	O=C(NC1CCCCC1)c1cc2nc3c(c(C(F)(F)F)n2n1)CCCC3	0	102	20	-1	-3.1
54	CCCOc1ccc(C(=O)NC(=S)Nc2nc(C)c(C(=O)N(C)C)s2)cc1	14	100	37	-9	-5.5

#	DNA FID counter	pCIP destab	VIM-2 inhibitor	HCV NS3 hel inh
51	-9	-8	1.2	-11
52	-11	8	-2.7	18
53	-32	10	-2.9	-6
54	-21	-4	-2.7	-1

Compound activity (PubChem BioAssay)

Some of the compounds tested; count on the stated rates, not on these rows.
